High-throughput results: PubChem BioAssay, The Scripps Research Institute Molecular Screening Center
GPR151 ag – activators of human GPR151, primary screen, cell-based, PathHunter beta-arrestin, luminescence | actives 1% (n = 650,000) | G-protein coupled receptor 151 (Homo sapiens), Q8TDV0 | AID 1508602, 2020 | activation, % at 11.2 µM | PathHunter beta-arrestin GPR151 cells; in the data active = activation above about 4.9%;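 also: 0% = median of compound wells and 100% = cells with positive control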
Target sequence (Q8TDV0 whole entry, looked up): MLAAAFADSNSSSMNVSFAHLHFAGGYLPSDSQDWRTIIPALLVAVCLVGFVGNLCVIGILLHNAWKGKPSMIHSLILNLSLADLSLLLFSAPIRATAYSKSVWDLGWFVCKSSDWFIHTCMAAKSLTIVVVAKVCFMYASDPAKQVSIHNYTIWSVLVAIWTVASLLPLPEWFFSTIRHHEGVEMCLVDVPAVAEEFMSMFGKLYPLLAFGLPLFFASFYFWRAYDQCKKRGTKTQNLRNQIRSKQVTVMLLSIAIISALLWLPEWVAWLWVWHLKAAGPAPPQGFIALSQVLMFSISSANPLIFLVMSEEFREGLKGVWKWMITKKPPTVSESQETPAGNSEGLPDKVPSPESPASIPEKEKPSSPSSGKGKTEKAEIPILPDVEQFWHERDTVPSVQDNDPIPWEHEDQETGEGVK
FBW7 act – FBW7 E3 ligase activators, primary screen, biochemical, AlphaScreen, human; AlphaScreen FBW7–phospho-cyclin E peptide binding, activator screen; normalized activity (activation), % at 26.1 µM; actives 0.13% (n = 650,000); in the data active = normalized activity above about 1.9%;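 also: purified mutant Fbw7 with reduced substrate affinity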
Target sequence (Q969H0 whole entry, looked up): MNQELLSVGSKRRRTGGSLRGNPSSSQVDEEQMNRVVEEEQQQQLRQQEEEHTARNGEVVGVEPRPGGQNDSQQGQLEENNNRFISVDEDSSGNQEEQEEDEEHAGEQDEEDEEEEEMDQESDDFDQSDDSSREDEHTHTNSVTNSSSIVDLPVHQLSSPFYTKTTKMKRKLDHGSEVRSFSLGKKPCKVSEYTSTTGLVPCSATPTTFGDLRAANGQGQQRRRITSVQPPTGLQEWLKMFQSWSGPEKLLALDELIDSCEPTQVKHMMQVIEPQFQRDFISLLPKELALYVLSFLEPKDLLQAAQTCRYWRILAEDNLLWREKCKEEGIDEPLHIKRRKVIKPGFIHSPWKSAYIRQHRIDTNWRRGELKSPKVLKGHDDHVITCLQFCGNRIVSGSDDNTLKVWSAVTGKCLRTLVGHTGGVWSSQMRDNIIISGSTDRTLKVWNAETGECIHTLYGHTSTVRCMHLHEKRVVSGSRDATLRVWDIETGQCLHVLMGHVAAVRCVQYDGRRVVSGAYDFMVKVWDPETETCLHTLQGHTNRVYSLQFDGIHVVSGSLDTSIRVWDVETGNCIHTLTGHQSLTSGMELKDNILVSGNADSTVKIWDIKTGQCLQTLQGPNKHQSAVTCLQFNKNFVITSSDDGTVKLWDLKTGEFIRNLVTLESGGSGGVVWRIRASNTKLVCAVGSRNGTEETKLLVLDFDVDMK
MITF primary – MITF inhibitors, primary screen, biochemical, AlphaScreen, human. Microphthalmia-associated transcription factor (Homo sapiens), O75030. AlphaScreen MITF homodimerization, bead proximity signal. inhibition, % at 2.6 µM. actives 0.91% (n = 650,000). AID 1259374, 2018; in the data active = inhibition above about 50%;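 also: 0% = vehicle wells with protein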
TEAD-YAP inh – TEAD-YAP interaction inhibition, primary screen, TEAD-YAP interaction inhibitor project, luminescence, HEK-TIYL cells | actives 1.4% (n = 640,000) | inhibition, % at 9.12 µM | TEAD-Gal4/YAP UAS-luciferase luminescence; in the data active = inhibition above about 32%;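 also: 0% = median of test compound wells and 100% = reference inhibitor wells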
An asterisk follows results filed as active; . = not tested or not shown; & = joins results of further samples.

SMILES | GPR151 ag | FBW7 act | MITF primary | TEAD-YAP inh
Cc1ccc(OCc2csc(-c3ccccc3)n2)c([N+](=O)[O-])n1 | 0.3 | -0.2 | -1 | -13
Cc1ccc(-c2nc(N3CCN(c4ccccc4Cl)CC3)nc3ccccc23)cc1 | 3.0 | 0.1 | 1 | -4
CC(=O)c1c(C)oc2c1cc(NS(=O)(=O)c1ccc(C(C)(C)C)cc1)c1ccccc12 | -0.8 | -0.1 | -6 | -2
c1ccc(Oc2ccccc2-c2cnc3c(NCc4cccnc4)nccn23)cc1 | 1.0 | 0.1 | 1 | -6
O=C(NCCCN1CCCC1=O)c1cccc(N2CCC(N3CCOCC3)CC2)n1 | 0.5 | -0.1 | -2 | -4
COc1ccc(C(=O)NCc2ccco2)c(OC)c1OC | -0.5 | -0.1 | 7 | 0
COc1cc2nc(=S)n3[nH]c(COc4ccccc4OC)nc3c2cc1OC | 0.1 | -0.1 | -10 | -2
Cc1onc(-c2ccccc2)c1CNS(=O)(=O)c1cn(C)cn1 | -0.7 | 0.1 | -3 | 7
CN(CCC1CCCCO1)C(=O)CCc1nnc(CCc2c[nH]c3ccccc23)o1 (centres undefined) | -0.3 | 0.0 | -11 | 4
CN1CCN(Cc2cccc(Oc3ccccc3)c2)CC1CCO (centres undefined) | -2.4 | 0.1 | 16 | -1
Cc1nc(-c2cccnc2)cc(N(C)Cc2ccccc2)n1 | 0.4 | 0.1 | 5 | 1
COc1ccc(-c2noc(-c3ccc([N+](=O)[O-])cc3)n2)cc1 | 0.4 | -0.3 | -8 | -8
COc1ccc(CSc2nnc(COc3ccc(C)c(C)c3)n2-c2ccccc2)cc1 | 0.4 | 0.6 | 10 | -2
CCCCc1ccc(-c2ccc(Br)cc2)nc1 | 0.7 | 0.0 | -10 | -48
CCOc1cc(C2C3=C(CC(C)(C)CC3=O)OC3=C2C(=O)CC(C)(C)C3)ccc1OC(=O)N1CCOCC1 | -2.4 | 0.0 | 13 | 8
CCC1CCCCN1C(=O)c1sc2ncnc(N3CCC(C)CC3)c2c1C (centres undefined) | -0.4 | -0.1 | 3 | -4
COC(=O)c1ccc(CSc2nc3sc4c(c3c(=O)[nH]2)CCCC4)cc1 | 1.4 | -0.1 | 0 | 6
CCOC(=O)C1=C(C)NC(=S)N(C(C)=O)C1c1ccccc1Cl (centres undefined) | -1.3&1.8 | 0.3&0.3 | 9&4 | 12&6
N#CCCN(NC(=O)c1cccc2ccccc12)C1=NS(=O)(=O)c2ccccc21 | -1.0 | 0.1 | 11 | 2
COc1ccc2[nH]cc(NC(=O)NCCN3CCOCC3)c(=O)c2n1 | -1.0 | 0.4 | 8 | -4

An excerpt from above, limited to MITF primary, GPR151 ag and TEAD-YAP inh.
SMILES	MITF primary	GPR151 ag	TEAD-YAP inh
CCCCc1ccc(-c2ccc(Br)cc2)nc1	-10	0.7	-48
CCOc1cc(C2C3=C(CC(C)(C)CC3=O)OC3=C2C(=O)CC(C)(C)C3)ccc1OC(=O)N1CCOCC1	13	-2.4	8

(listing goes on)
SMILES | GPR151 ag | FBW7 act | MITF primary | TEAD-YAP inh
C#CCCOC(=O)N1C2=NC(C(=O)OC)=C(C(=O)OC)[C@@H]3N(C)c4ccccc4[C@]23C[C@H]1C(=O)OC | 0.1 | 0.0 | 18 | .
COC(=O)C(C)Oc1cc(OC(C)C(=O)OC)c2c3c(c(=O)oc2c1)CCC3 (centres undefined) | 0.0 | 0.5 | -12 | 44*
COCCNC(=O)CSc1nnc(CNC(=O)c2ccccc2)o1 | -0.9 | 0.9 | 9 | 0
O=C(NCCc1ccc(O)cc1)c1cccc(Nc2ccccn2)n1 | 0.9 | -0.1 | 6 | 4
CCCCc1n[nH]c2c1/C(=N\O)CC(c1ccccc1)C2 (centres undefined) | 3.3 | -0.1 | 1 | -22
Cc1cccc(OCC(=O)OC2CCN(C)CC2)c1 | 0.4 | 0.2 | 4 | 6
O=C(NCCN1CCOCC1)c1cncc(-c2cccs2)c1 | 7.3* | -0.1 | 42 | 3
CC(C)CCn1c(SCc2cccc(F)c2)nc2ccsc2c1=O | -1.4 | 0.0 | -5 | -5
CC(C)=NNc1ccc([N+](=O)[O-])c([N+](=O)[O-])c1 | -0.2 | 0.0 | -5 | 13
COc1ccccc1Cn1c(SCC(=O)Nc2cccc(C(F)(F)F)c2)nc2ccc(Br)cc2c1=O | -0.4 | -0.1 | -2 | 3
COc1ccc(S(=O)(=O)Nc2ccc(I)cc2)cc1Cl | -0.1 | -0.1 | -10 | 9
COc1cccc(OCCOCC(O)CN2C(C)CCCC2C)c1 (centres undefined) | -1.7 | 0.3 | 11 | -5
N#C/C(=C\c1cccc([N+](=O)[O-])c1)C(=O)Nc1nc2c(s1)CCN(Cc1ccccc1)C2 | 1.0 | 0.1 | 14 | -4
Cc1nc2nc(-c3cccnc3)[nH]n2c(=O)c1C | -0.1 | 0.0 | 3 | 4
CCSCCOC(=O)C1=C(C)NC2=C(C(=O)CCC2)C1c1coc2ccccc2c1=O (centres undefined) | 0.2 | 0.6 | 17 | 11
COc1ccc(CCNC(=O)CSc2nc3ccccc3c(=O)n2CCC(=O)NCCc2ccccc2)cc1OC | -0.4 | 0.1 | -1 | 19
CC#CC(=O)N1CCC(C2(CC)NC(=O)N(CCc3scnc3C)C2=O)CC1 (centres undefined) | 0.9 | 0.0 | 13 | -2
O=C(CCC(=O)Nc1ccc(Br)cc1)N/N=C/c1cccc(O)c1 | -1.1 | 0.2 | 15 | 14
NNc1nc(-c2ccccc2Cl)c2cc(Br)ccc2n1 | 3.0 | 0.3 | -1 | 1
Nc1cc[n+](CC(=O)c2ccccc2)cc1 | 7.1* | 0.0 | -13 | -12
COCC(=O)Nc1cnn(-c2ccc(C(=O)NC(c3ccccc3)c3ccncc3)cc2)c1 (centres undefined) | 0.0 | -0.1 | 9 | 5
O=C(O)/C=C\C(=O)Nc1ccc(N2CCOCC2)c(C(=O)O)c1 | 1.9 | 0.1 | 2 | 7
CCc1ccc(C(=O)CSc2nc3ccccc3c(=O)[nH]2)cc1 | -1.3 | 0.2 | 20 | -3
O=C(NC1CCC(CC2CCC(NC(=O)c3ccncc3)CC2)CC1)c1ccncc1 (centres undefined) | -0.3 | 0.3 | -9 | 32*
CCN(CC)CCOC(=O)c1ccc(OC)c(O)c1 | 0.2 | -0.2 | 1 | 7
COc1cc(C(N)=O)ccc1OCC(C)C | -0.5 | -0.1 | -2 | 0
CC(=O)Nc1ccc(NC(=S)NC(=O)c2ccc(F)cc2)cc1 | -1.2 | 0.2 | 6 | -2
O=C(NCCCN1CCCC1)c1cc2c(Cl)nc3ccccc3c2s1 | 2.6 | -0.2 | 0 | -17
CCOc1ccc2c(c1)sc(=NC(=O)c1cc3ccccc3cc1OC)n2C | 0.5 | 0.8 | 21 | 1
O=[N+]([O-])c1cc(C(O)(C(F)(F)F)C(F)(F)F)cc([N+](=O)[O-])c1Cl | 0.0 | -0.1 | 5 | 5

Next part, overlapping the part above by 5 compounds.
SMILES | GPR151 ag | FBW7 act | MITF primary | TEAD-YAP inh
COc1cc(C(N)=O)ccc1OCC(C)C | -0.5 | -0.1 | -2 | 0
CC(=O)Nc1ccc(NC(=S)NC(=O)c2ccc(F)cc2)cc1 | -1.2 | 0.2 | 6 | -2
O=C(NCCCN1CCCC1)c1cc2c(Cl)nc3ccccc3c2s1 | 2.6 | -0.2 | 0 | -17
CCOc1ccc2c(c1)sc(=NC(=O)c1cc3ccccc3cc1OC)n2C | 0.5 | 0.8 | 21 | 1
O=[N+]([O-])c1cc(C(O)(C(F)(F)F)C(F)(F)F)cc([N+](=O)[O-])c1Cl | 0.0 | -0.1 | 5 | 5
CCOC(=O)c1ccc(N2NC(=O)/C(=C/c3ccccc3)C2=O)cc1 | 0.2 | 0.0 | 11 | 2
COC(=O)C(C)n1cnc2c(nnn2Cc2ccc(Cl)cc2)c1=O (centres undefined) | 0.9 | -0.1 | 2 | -6
CCC(C)N1C(=O)S/C(=C/c2ccc3c(c2)n(C)c(=O)n3C)C1=O (centres undefined) | 2.7 | -0.1 | 7 | -3
CCOC(=O)N1CCN(S(=O)(=O)c2ccc(C(=O)Nc3nc4c(cc5c6c(cccc64)CC5)s3)cc2)CC1 | 0.0 | -0.1 | 12 | -10
CC(C)N(CCNc1nc(Nc2ccccc2)nc2c1ncn2C(C)C)C(C)C | -0.8 | 0.2 | 5 | 25
CC1(C)CC(=O)C2=C(C1)Nc1ccccc1NC2c1cccc(Oc2ccccc2)c1 (centres undefined) | -1.7 | 0.1 | 0 | 10
COCCNC(=O)C(=O)NCC(c1ccco1)S(=O)(=O)c1ccccc1 (centres undefined) | -0.9 | 0.0 | 13 | 2
O=C(NCc1ccccc1F)c1cnn2c(C(F)F)cc(-c3ccccc3)nc12 | -0.1 | 0.1 | -7 | -2
COc1cccc(NC(=O)CN(c2cc(C)cc(C)c2)S(=O)(=O)c2c(C)noc2C)c1 | 0.6 | -0.2 | -1 | -3
Cc1cc(OCC(=O)N/N=C/c2ccc([N+](=O)[O-])o2)cc(C)c1Cl | 1.6 | 0.0 | -17 | 4

A second format for part of the listing above.
> Cc1cc(OCC(=O)N/N=C/c2ccc([N+](=O)[O-])o2)cc(C)c1Cl
  GPR151 ag: 1.6 | FBW7 act: 0.0 | MITF primary: -17 | TEAD-YAP inh: 4
> CC(C)N(CCNc1nc(Nc2ccccc2)nc2c1ncn2C(C)C)C(C)C
  GPR151 ag: -0.8 | FBW7 act: 0.2 | MITF primary: 5 | TEAD-YAP inh: 25
> CCOC(=O)c1ccc(N2NC(=O)/C(=C/c3ccccc3)C2=O)cc1
  GPR151 ag: 0.2 | FBW7 act: 0.0 | MITF primary: 11 | TEAD-YAP inh: 2

The results go on.
SMILES | GPR151 ag | FBW7 act | MITF primary | TEAD-YAP inh
CNC(=O)/C(=C\c1ccco1)NC(=O)c1ccc(OC)cc1 | -0.7 | -0.1 | 7 | 8
CC(NC(=O)c1cccnc1)c1nnc2n1CCN(C/C=C/c1ccco1)CC2 (centres undefined) | 0.4 | 0.2 | 31 | -1
CC(=O)c1ccc(-n2c(-c3ccncc3)n[nH]c2=S)cc1 | 1.4 | -0.3 | 10 | 5
Cc1ccc(NC(=O)c2sc3ncn(Cc4cccc(F)c4)c(=O)c3c2C)cc1 | 0.6 | 0.6 | 7 | -17
COc1ccc(CCN2CC34C=CC(O3)C(C(=O)NCc3ccc(C)cc3)C4C2=O)cc1OC (centres undefined) | -0.2 | -0.1 | 7 | -6
COC(=O)c1ccc(NC(=O)CCN2CCCCC2)cc1 | 0.2 | 0.5 | 0 | 8
CC1CCN(S(=O)(=O)c2ccc(F)c(C(=O)Nc3ccc(Cl)cc3)c2)CC1 | -0.1 | 0.4 | 22 | -2
CCC(=Nc1ccc(N)cc1)C1=C(O)CC(C)(C)CC1=O | -1.4 | -0.5 | 24 | -7
COC(=O)c1cc2occc2n1Cc1cccc(OC)c1 | 0.8 | -0.2 | 8 | -17
C=CCNC(=O)CN(c1ccccc1)S(=O)(=O)c1ccc(OCC)cc1 | -1.2 | -0.1 | 1 | -2
Nc1ccc2cc(S(=O)(=O)O)cc(S(=O)(=O)O)c2c1 | -0.8 | 0.6 | 28 | -1
COc1ccc2c(c1)COC1(CCN(C(=O)N[C@@H]3C[C@H]3c3ccccc3)CC1)O2 | -0.5 | 0.2 | 1 | -4
CC1=C(C(=O)OCCOc2ccccc2)C(c2cc3c(cc2Cl)OCO3)C2=C(CCCC2=O)N1 (centres undefined) | 2.3 | 0.3 | 11 | 20
CC1CCCCN1C(=O)CN1CCC(O)(c2cccnc2)CC1 (centres undefined) | -1.3 | 0.2 | 2 | -7
Cc1nc2c(Cl)c(Cl)ccc2s1 | 0.1 | 0.2 | 10 | 3
O=C1OC(/C=C/c2cccc(Cl)c2Cl)=NC/1=C\c1cccc(Br)c1 | -0.1 | 0.0 | 17 | 3
NC(CCC(=O)NC(CSN=O)C(=O)NCC(=O)O)C(=O)O (centres undefined) | 0.7 | 0.0 | 11 | .
CCOc1ccc(NC(=O)CNC(=O)c2cccs2)cc1 | -0.3 | 0.1 | 18 | -29
CCOC(=O)c1sc2nc(SCC#N)n(Cc3ccco3)c(=O)c2c1C | 0.0 | 0.2 | 24 | -8
CC(=O)C1=C(O)C(=O)N(CC#N)C1c1ccc(Cl)cc1Cl (centres undefined) | 0.3 | -0.2 | -7 | -2
Cc1ccc(S(=O)(=O)C2(C(=O)Nc3cccc(F)c3)CC2)cc1 | 1.6 | 0.3 | 5 | -2
O=C(O)C1CSC(c2ccc(C(F)(F)F)cc2)N1 (centres undefined) | -1.1 | -0.1 | -3 | 3
O=C(CNCC1CCCCC1)NCc1ccc2c(c1)OCO2 | -0.9 | 0.1 | 10 | -9
COc1cccc(N2CCN(S(=O)(=O)c3ccc(NC(C)=O)c(Cl)c3)CC2)c1 | 0.2 | -0.1 | -4 | 2
Cc1ccc(Nc2nncc(=O)[nH]2)cc1 | -0.3 | 0.5 | 13 | 2
COc1cccc(-n2nc(C(=O)Nc3ccc(F)c(Cl)c3)c3ccccc3c2=O)c1 | -0.2 | 0.0 | 13 | -5

Some of the entries so far, with two lines to a compound:
Every second line gives: GPR151 ag, FBW7 act, MITF primary, TEAD-YAP inh
- Cc1ccc(S(=O)(=O)C2(C(=O)Nc3cccc(F)c3)CC2)cc1
    1.6, 0.3, 5, -2
- O=C(O)C1CSC(c2ccc(C(F)(F)F)cc2)N1 (centres undefined)
    -1.1, -0.1, -3, 3
- O=C(CNCC1CCCCC1)NCc1ccc2c(c1)OCO2
    -0.9, 0.1, 10, -9
